KDM4E inh: JMJD2E (human) inhibition. B2RXH2. JMJD2E catalytic domain, FDH-coupled NADH fluorescence (FDH is formaldehyde dehydrogenase). Potency, µM (highest dose often 57.1 µM), without a hit: top-dose activity change, negative = inhibition, usual class: inhibitors. 230,000 tested, 1.6% active; active = well fitted inhibition curve with a large enough effect, not every such curve was filed as active; inconclusive = small, poorly fitted or top-dose-only effect, or another doubt; inactive = no such curve, though single readings can be large or run the other way;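 note: 0% = wells with enzyme and -100% = buffer wells without enzyme; nearly all actives have a fitted effect of over 50% in size; many of its hits are not listed in these tables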
Target sequence (B2RXH2 1-337 limits assumed): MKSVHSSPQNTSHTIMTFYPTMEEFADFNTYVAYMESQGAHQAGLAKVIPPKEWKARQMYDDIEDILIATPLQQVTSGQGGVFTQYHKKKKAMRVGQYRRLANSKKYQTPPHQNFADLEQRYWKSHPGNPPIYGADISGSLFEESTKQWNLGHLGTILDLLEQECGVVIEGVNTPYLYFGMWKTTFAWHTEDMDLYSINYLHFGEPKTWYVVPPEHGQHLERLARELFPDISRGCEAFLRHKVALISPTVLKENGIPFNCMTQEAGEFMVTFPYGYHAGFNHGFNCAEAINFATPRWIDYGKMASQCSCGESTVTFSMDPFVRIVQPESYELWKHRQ
ALDH1A1 block: blocks purified human ALDH1A1 activity; P00352; 220,000 tested, 7.3% active; Purified ALDH1A1, NADH fluorescence, propionaldehyde substrate; Potency, µM (top dose mostly 75.3 µM), for the others: at the top dose activity, negative = inhibition, hits mostly inhibitors; active = well fitted inhibition curve with a large enough effect, not every such curve was filed as active; inconclusive = small, poorly fitted or top-dose-only effect, or another doubt; inactive = no such curve, though single readings can be large or run the other way;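 note: plate controls were no enzyme wells and a reference inhibitor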
SMN2 splice up: enhancers of SMN2 splice variant expression. HEK293 SMN2-luciferase splicing reporter, luminescence, 30-36 h. Potency, µM (top dose mostly 46.1 µM), inactives show at the top dose activity change, positive = activation, hits mostly activators. 210,000 tested, 2.8% active; note: % of control where 0% means no effect; nearly all actives have a fitted effect of over 55% in size
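HEK293 cells carry an SMN2 minigene-luciferase reporter in which exon 7 inclusion puts luciferase in frame. Cells were seeded at 2000 cells/well, attached for 10-12 hours, then exposed to compounds for 30-36 hours at 37C before ONE-Glo luminescence.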
RGS12 GoLoco inh: inhibitors of human Gai1-RGS12 GoLoco interaction (red fluorophore); Gai1:RGS12 GoLoco peptide FP, rhodamine, 10 min; AID 880; 230,000 tested, 0.44% active; P63096; Potency, µM (highest dose often 61.6 µM), for inactives: at the highest dose activity, negative = inhibition, usual class: inhibitors; active = well fitted inhibition curve with a large enough effect, not every such curve was filed as active; inactive = no such curve, though single readings can be large or run the other way; note: % is set by controls: 0 for no effect and ±100 for the full control effect; nearly all actives have a fitted effect of over 30% in size; many of its hits are not listed in these tables
Target sequence (P63096 whole entry, looked up): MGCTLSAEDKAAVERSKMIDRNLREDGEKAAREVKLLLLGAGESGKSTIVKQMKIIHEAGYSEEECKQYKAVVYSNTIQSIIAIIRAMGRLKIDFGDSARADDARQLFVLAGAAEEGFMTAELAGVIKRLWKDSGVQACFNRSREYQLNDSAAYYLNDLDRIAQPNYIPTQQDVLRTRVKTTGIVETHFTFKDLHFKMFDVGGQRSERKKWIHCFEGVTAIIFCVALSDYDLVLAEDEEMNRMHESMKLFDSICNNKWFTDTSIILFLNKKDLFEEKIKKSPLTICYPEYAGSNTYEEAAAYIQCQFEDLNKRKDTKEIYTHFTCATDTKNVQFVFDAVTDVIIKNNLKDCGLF
GAA glycogen mod: alters human alpha-glucosidase cleavage of glycogen. P10253. recombinant GAA, glycogen substrate, Amplex Red glucose oxidase fluorescence. Potency, µM (highest dose often 76.4 µM), for the others: top-dose activity change, negative = inhibition, most hits filed as inhibitors. 300,000 tested, 0.38% active. AID 2100;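 note: 0% = full enzyme reaction and -100% = no-enzyme basal signal; the screen sought inhibitors and activators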
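Recombinant enzyme (4 nM final) with compounds titrated up to 77 uM and bovine liver glycogen (30 ug) in citrate pH 5.0, 0.01% Tween-20, 37 C 40 min. Released glucose detected by Amplex Red/glucose oxidase (Ex 573/Em 610); AC50 from Hill fits.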
GLA spleen mod: inhibits or activates alpha-galactosidase in human spleen homogenate | AID 2107 | Potency, µM (top dose mostly 80 µM), for the others: top-dose activity change, negative = inhibition, usual class: inhibitors | P06280 | 240,000 tested, 0.008% active | human spleen homogenate, 4MU-alpha-Gal fluorescence, 40 min;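 note: 0% = enzyme with vehicle and -100% = no enzyme basal signal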
Target sequence (P06280 32-429 limits assumed): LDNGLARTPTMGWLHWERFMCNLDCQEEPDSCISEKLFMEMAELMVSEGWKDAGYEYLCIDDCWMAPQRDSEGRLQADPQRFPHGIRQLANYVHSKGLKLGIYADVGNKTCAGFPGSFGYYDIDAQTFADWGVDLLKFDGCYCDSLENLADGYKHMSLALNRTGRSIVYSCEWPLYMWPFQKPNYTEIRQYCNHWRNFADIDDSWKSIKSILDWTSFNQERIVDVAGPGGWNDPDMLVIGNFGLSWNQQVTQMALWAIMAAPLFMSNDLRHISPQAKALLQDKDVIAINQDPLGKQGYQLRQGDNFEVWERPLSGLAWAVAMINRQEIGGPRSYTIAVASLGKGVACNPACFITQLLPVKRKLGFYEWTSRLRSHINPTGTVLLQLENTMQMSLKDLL
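Human spleen homogenate (1 ug) as enzyme source, 4-methylumbelliferyl-alpha-D-galactopyranoside 1 mM final, citrate/phosphate pH 5.0 with 0.01% Tween-20. Compounds 40 min at 37C, NaOH/glycine stop; fluorescence Ex 365/Em 440, Hill-fit AC50.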
aGlu spleen mod: lysosomal alpha-glucosidase (human) modulation; human spleen homogenate, 4-MU-alpha-glucoside fluorescence; Potency, µM (highest dose often 79.9 µM), for the others: at the top dose activity change, negative = inhibition, hits mostly inhibitors; 240,000 tested, 0.006% active; AID 2112;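 note: 0% = enzyme with vehicle and -100% = no enzyme basal signal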
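AC50 values come from Hill-equation fits of concentration-response data, normalized to no-enzyme and full-activity controls. Enzyme source: 1 ug human spleen homogenate; 1 mM fluorogenic 4-MU glucoside, pH 5.0 citrate buffer, 37 C, 40 min.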
GAA inhib: blocks human lysosomal alpha-glucosidase | P10253 | purified human GAA, 4-MU-alpha-glucoside fluorescence | 200,000 tested, 0.005% active | Potency, µM (doses to about 76.9 µM), for inactives: top-dose activity change, negative = inhibition, hits mostly inhibitors;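 note: plate controls were uninhibited enzyme wells for no effect and no-enzyme background for full effect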
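Fluorogenic assay: 4 nM human alpha-glucosidase with 400 uM 4-methylumbelliferyl-alpha-D-pyranoside in 50 mM citrate/phosphate, 0.005% Tween-20, pH 5.0, 20 min at room temperature. Compounds tested up to 77 uM; AC50 from Hill fits.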
An asterisk follows results filed as active; ? = inconclusive; · = no result given; & = joins results of further samples; [ ] = dose if it differs, or a comment. Unless noted, calls come from the whole dose curve; as a rule, active = well fitted curve in the direction sought with a large enough effect; inconclusive = small, poorly fitted or top-dose-only effect, or another doubt; inactive = no such curve, though single readings can be large; an effect the other way counts as inactive or inconclusive. Potency is the fitted concentration of half-maximal effect. This is a subset; the hit share may differ from the screen's.

Second line of a record – KDM4E inh	ALDH1A1 block	SMN2 splice up	RGS12 GoLoco inh	GAA glycogen mod	GLA spleen mod	aGlu spleen mod	GAA inhib
CN1OC(COC(=O)c2ccccc2)CC1c1ccccc1 (stereo not given)
→ 2%	6%	-13%	1%	-4%	14%	-10%	2%
CCOC(=O)c1cc(C)sc1N1C(=O)C2C3C=CC(C3)C2C1=O (stereo not given)
→ 3%	4%	?	-5%	2%	4%	5%	-3%
COc1ccc(/C(O)=C/C(=O)C(=O)NNC(=O)C(O)(c2ccccc2)c2ccccc2)cc1
→ -15%	?	1%	11%	-5%	-4%	-3%	-3%
Cc1cccc(CN2C(=O)CCSc3ccc(Cl)cc32)c1
→ -4%	14µM*	-18%	-5%	3%	-3%	-13%	-11%
O=C(CCc1ccccc1)NNC(=O)c1ccc(NC(=O)c2ccccc2)cc1
→ ?	-10%	-1%	31%[activator]	-3%	1%	3%	4%
Cc1cc(N2CCCCC2C)nc(-c2ccccc2O)n1 (stereo not given)
→ ?	·	·	-3%	-1%	3%	-4%	·
Oc1ccc(CNCC2COc3ccccc3O2)cc1 (stereo not given)
→ -25%	?	22%	-2%	-7%	-15%	-1%	-4%
CCCn1c(Nc2ccccc2)nc2ccccc21
→ -4%	1%	-19%	1%	-3%	-3%	3%	3%
COCCCNC(=O)CC(C)c1ccccc1 (stereo not given)
→ 10%	21%	0%	13%	-3%	7%	7%	4%
CN1CCc2nc(SCC(=O)Nc3cccc(F)c3)c(C#N)c(-c3cccs3)c2C1
→ ?	8.9µM*	-12%	2%	18%	-2%	-7%	-1%
O=C1N=C(N2CCCC2)S/C1=C\c1cccc(Br)c1
→ 3%	25µM*	-2%	-4%	-5%	-4%	3%	-7%
O=C(Cc1ccccc1)NCCSC1CCCCC1
→ -1%	-13%	13%	8%	0%	1%	-1%	9%
O=C(Nc1ccc(Oc2cccnc2)cc1)c1ccccc1Cl
→ -6%	?	·	·	10%	-2%	1%	-1%
CCCCCCSc1nnc(-c2cnn(-c3ccccc3)c2-n2cccc2)n1C
→ -8%	7.1µM*	-19%	1%	1%	-4%	-7%	?
Cc1ccc(-c2nn3nnnc3c3ccccc23)cc1
→ -2%	?	-16%	-3%	-2%	0%	5%	-3%
CN(C)c1nc(OCCNC(=O)COc2ccc(Cl)cc2Cl)nc(N(C)C)n1
→ 9%	5%	-8%	-10%	-11%	-4%	-4%	-10%
COc1ccccc1NS(=O)(=O)c1ccc(O)cc1
→ 1%	1%	1%	5%	3%	8%	-1%	0%
COc1ccc(C2c3ccc(O)cc3Oc3ncn4nc(-c5ccco5)nc4c32)cc1OC (stereo not given)
→ 0%	6%	·	15%	-12%	3%	0%	-10%
COc1ccccc1C1C(C#N)=C(N)N(c2cccnc2)C2=C1C(=O)CC(C)(C)C2 (stereo not given)
→ 5%	7%	7%	7%	-26%	-8%	-8%	0%
CCOCCCNS(=O)(=O)c1cc(Br)cc2c1N(C(=O)C1CC1)CC2
→ 3%	10µM*	6%	6%	-2%	8%	-5%	?

Entries from the list above with a thiophene ring, fused or not, in the order listed:
Second line of a record – KDM4E inh	ALDH1A1 block	SMN2 splice up	RGS12 GoLoco inh	GAA glycogen mod	GLA spleen mod	aGlu spleen mod	GAA inhib
CCOC(=O)c1cc(C)sc1N1C(=O)C2C3C=CC(C3)C2C1=O (stereo not given)
→ 3%	4%	?	-5%	2%	4%	5%	-3%
CN1CCc2nc(SCC(=O)Nc3cccc(F)c3)c(C#N)c(-c3cccs3)c2C1
→ ?	8.9µM*	-12%	2%	18%	-2%	-7%	-1%

Next part:
Second line of a record – KDM4E inh	ALDH1A1 block	SMN2 splice up	RGS12 GoLoco inh	GAA glycogen mod	GLA spleen mod	aGlu spleen mod	GAA inhib
O=C(NCCN1CCOCC1)Nc1ccc(F)cc1
→ 6%	6%	13%	10%	-10%	6%	3%	8%
COc1ccc(N2C(=O)C3CCCN3C2c2cccc(C)c2)cc1 (stereo not given)
→ 2%	?	6%	-10%	-3%	-18%	0%	-3%
CCCCCC(=O)Nc1cccc(C2=NOC3(C2)C[C@H](C(N)=O)N(C(=O)CCCCC)C3)c1 (stereo not given in full)
→ -5%	·	·	2%	2%	-4%	-10%	·
Cc1cc2nc3c(=O)n(Cc4ccccc4)c(=O)[nH]c3nc2cc1N
→ ?	13µM*	·	13µM*	8%	-2%	-3%	-11%
COC(=O)c1ccc(/C=N\NC(=O)c2ccc(C)cc2Cl)cc1
→ 7%	3%	-5%	-7%	7%	-6%	-6%	3%
COC(=O)CN=Cc1c(C)[nH]n(-c2ccccc2)c1=O
→ 10%	-7%	11%	1%	-5%	7%	·	-9%
COc1cccc(C(=O)N2CCCC(CCC(=O)NCc3ccc(F)c(F)c3)C2)c1 (stereo not given)
→ -5%	-7%	-10%	12%	10%	-12%	-6%	13%
COc1ccc(C2C(C(=O)Nc3cccnc3)=C(C)Nc3nc(-c4cccs4)nn32)cc1 (stereo not given)
→ -11%	-7%	-18%	11%	?	-7%	-8%	2%
Cc1ccc(O/C=C2\OC(=O)c3ccccc32)cc1
→ 6%	14%	6%	1%	4%	5%	-8%	-8%
Cc1ccc(NS(=O)(=O)c2ccc(N/N=C/c3ccccc3OCC(=O)O)c([N+](=O)[O-])c2)c(C)c1
→ -15%	·	·	1%	-1%	4%	-22%	·
CC(NC(=S)NCc1ccccc1)C12CC3CC(CC(C3)C1)C2 (stereo not given)
→ -2%	?	?	18%	-1%	0%	-3%	8%
CCc1ccc(NC(=O)CCS(=O)(=O)c2cccc3nsnc23)cc1
→ -2%	-11%	-4%	-7%	0%	-16%	-26%	-10%
COc1ccc(-c2ccc(Nc3ccc(S(=O)(=O)N4CCCC4)cc3)nn2)cc1OC
→ -26%	?	-8%	14%	0%	4%	-2%	?
CCC(C)NC(=O)C1c2ccccc2C(=O)N1Cc1ccccc1OC (stereo not given)
→ -2%	8%	-5%	-12%	4%	-3%	-2%	2%
C=CCOC(=O)C1=C[C@H](c2csc3ccccc23)[C@@H](CCCO)[C@H](OCC)O1
→ 1%	-9%	·	2%	-22%	-24%	-7%	·
COc1ccc(C=Nc2ccc3[nH]ncc3c2)c(O)c1
→ ?	-12%	-8%	-2%	-19%	22%	-5%	11%
CCN(CC)S(=O)(=O)c1ccc(C(=O)NCc2ccc3[nH]c4c(c3c2)CCCC4)cc1
→ -7%	?	-11%	5%	1%	1%	8%	-2%
C/C(CC(=O)Nc1cc(C)ccn1)=N\NC(=O)COc1cccc(C)c1
→ ?	11%	2%	13%	-21%	5%	-14%	3%
COCCNC(=O)CN(c1cc(Cl)ccc1OC)S(C)(=O)=O
→ 0%	13%	-6%	6%	7%	-9%	-5%	8%
CCn1cc(/C=N/N=C2\CCC3C4CCc5cc(O)ccc5C4CC[C@]23C)c(C)n1 (stereo not given in full)
→ -3%	5%	-34%[inhibitor]	6%	-11%	9%	5%	-1%
O=[N+]([O-])c1cccc(/C=N/NS(=O)(=O)c2ccccc2)c1
→ 7%	?	·	9%	6%	-2%	-4%	-2%
Cc1ccc(OCc2nnc(SCC(=O)c3ccccc3)n2Cc2ccco2)cc1
→ -10%	?	-11%	4%	-5%	-5%	-8%	-12%
COc1cc(/C=C2\SC(=S)N(NC(=O)c3cccnc3)C2=O)ccc1O
→ -14%	·	·	265%[activator]	-26%	9%	-1%	·
Cc1cc(C(=O)CSc2nc3ccccc3[nH]2)c(C)n1Cc1ccco1
→ -5%	?	?	-8%	-7%	-3%	-12%	-5%
CC(C)c1nc(CN(C)C(=O)N[C@H](C(=O)N[C@@H](Cc2ccccc2)C[C@H](O)[C@H](Cc2ccccc2)NC(=O)OCc2cncs2)C(C)C)cs1
→ -4%	?	·	8%&12%	2%	-9%&0%	-9%&2%	-10%[15.4 µM]
CO[C@@H](CCOCc1ccccc1)C[C@H]1O[C@H](C(=O)OC(C)C)C=C[C@@H]1C
→ 3%	-3%	15%	4%	·	-3%	-2%	·
CC(C)(C)c1ccc(-c2nnc(SCC(=O)c3ccc4c(c3)OCCO4)o2)cc1
→ 3%	?	-40%[inhibitor]	4%	4%	1%	-8%	4%
CCC(CC)C(=O)Nc1ccc(Nc2ccccc2)cc1
→ 12%	-5%	-1%	12%	-3%	4%	-3%	2%
CN(C)c1nc(SCC#N)nc(N(C)C)n1
→ 6%	4%	-4%	0%	-19%	-5%	-5%	4%
Cc1nc(-c2ccc(C(=O)N3CCCC3)cc2)cs1
→ 1%	25µM*	·	-4%	-2%	-3%	0%	-2%
CO[C@@]1(NC(=O)CSCC#N)C(=O)N2C(C(=O)O)=C(CSc3nnnn3C)CS[C@@H]21
→ -9%&-7%	-1%&-2%	-36%&13%[inhibitor]	-1%&10%	2%	-15%&6%	3%&5%	1%[15.4 µM]
COc1cccc(N2C(=O)Nc3ccccc3C2(O)C(=O)NCc2ccc3c(c2)OCO3)c1 (stereo not given)
→ 5%	-2%	12%	6%	-1%	-5%	6%	0%
COc1ccc(C(CC(=O)O)NC(=O)c2ccccc2)cc1OC (stereo not given)
→ -3%	2%	·	1%	5%	3%	-1%	-1%
COc1ccc(C2=C(CC(=O)O)C(=O)CC2)cc1
→ ?	?	?	-6%	9%	-8%	-1%	3%
CCCN1C2CCCC1CC(NC(=O)C1CCCCC1)C2 (stereo not given)
→ 0%	8%	6%	-4%	-4%	1%	0%	-1%
CC(C)N1CCC(N2CCN(C3CCCCCC3)CC2CCO)CC1 (stereo not given)
→ 3%	1%	·	5%	0%	-1%	-4%	2%
CCCc1cc(=O)[nH]c(Nc2ccc(OC)c(Cl)c2)n1
→ 9%	15%	7%	3%	5%	4%	-1%	-2%
CO/N=C(\Cn1ncc(NC2CCCCC2)c(Br)c1=O)c1ccc(Cl)cc1
→ -5%	-4%	-20%	-7%	-7%	1%	-8%	-5%
COc1cccc(-n2cc(CN(C)Cc3nc(Cc4ccccc4)no3)cn2)c1
→ 5%	-1%	·	1%	0%	10%	2%	·
CCCn1c(CN2CCCCC2CC)nc2c1c(=O)n(C)c(=O)n2C (stereo not given)
→ 8%	10%	6%	5%	-7%	5%	1%	-2%

High-throughput results from PubChem BioAssay.
